# MEP2 TOR yeast – modulators of TOR pathway MEP2-GFP in S. cerevisiae. S. cerevisiae MEP2-GFP strain, flow cytometry GFP, 3 h; 100% = DMSO control level. GFP response vs DMSO, % at 10 µM. hit rate 0.51% among 330,000. AID 2016;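 active = GFP response versus DMSO above a set limit, roughly screen mean plus 3 SD, cut at about 180% in these data; inconclusive = fewer than 70 cells counted for a yeast strain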;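 note: median GFP fluorescence of the barcode-gated MEP2-GFP cells per well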
# CIT2-GFP yeast – alters CIT2-GFP fluorescence in TOR pathway yeast screen; GFP response vs DMSO, % at 10 µM; hit rate 0.065% among 320,000; AID 2029; S. cerevisiae CIT2-GFP strain, flow cytometry, 3 h; 100 means same as DMSO wells;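 active = GFP response relative to DMSO above a set limit, near the screen mean plus 3 SD, cut at about 150% in these data; inconclusive = Fewer than 70 cells measured for a yeast strain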;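 note: ratio of well median GFP fluorescence to mean of DMSO wells on the plate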
# LAP4-GFP MLPCN – modulators of TOR pathway LAP4-GFP in S. cerevisiae | S. cerevisiae LAP4-GFP multiplex, flow cytometry GFP, 3 h; median GFP as percent of DMSO wells | GFP response vs DMSO, % at 10 µM | hit rate 0.34% among 320,000 | AID 2023;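 active = GFP response vs DMSO above a set limit, about the screen mean plus 3 SD, cut at about 150% in these data; inconclusive = under 70 cell events counted for the yeast strain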
# RPL19A-GFP yeast – yeast TOR pathway RPL19A-GFP modulation | S. cerevisiae RPL19A-GFP strain, flow cytometry, 3 h; stronger effect = lower value | percent response vs DMSO, % at 10 µM | hit rate 0.3% among 330,000;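 active = percent response vs DMSO below 50%; inconclusive = fewer than 70 events counted for the yeast strain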;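 note: median channel GFP fluorescence of the barcoded RPL19A-GFP strain; ratio of sample median GFP to plate DMSO average so 100% = DMSO; lower means less RPL19A-GFP as with rapamycin TOR inhibition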
# JMJD2C inh – inhibitors of human GASC-1 (JMJD2C) demethylase; Q9H3R0; GST-JMJD2C(1-420) H3K9me3 demethylation, DELFIA europium; inhibition, % at 2.35 µM; hit rate 0.069% among 330,000;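 active = more than half of a compound's replicate wells show inhibition beyond 50%, single wells judged on their own value; inconclusive = some, but no more than half, of replicates pass 50% inhibition; inactive = no replicate passes 50% inhibition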;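 note: signal counts dimethyl H3K9 product captured on neutravidin plate; 0% = median of DMSO wells and 100% = 0.3 times that DMSO median; strong numbers were not always called active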
# Target sequence (Q9H3R0 1-420 limits assumed): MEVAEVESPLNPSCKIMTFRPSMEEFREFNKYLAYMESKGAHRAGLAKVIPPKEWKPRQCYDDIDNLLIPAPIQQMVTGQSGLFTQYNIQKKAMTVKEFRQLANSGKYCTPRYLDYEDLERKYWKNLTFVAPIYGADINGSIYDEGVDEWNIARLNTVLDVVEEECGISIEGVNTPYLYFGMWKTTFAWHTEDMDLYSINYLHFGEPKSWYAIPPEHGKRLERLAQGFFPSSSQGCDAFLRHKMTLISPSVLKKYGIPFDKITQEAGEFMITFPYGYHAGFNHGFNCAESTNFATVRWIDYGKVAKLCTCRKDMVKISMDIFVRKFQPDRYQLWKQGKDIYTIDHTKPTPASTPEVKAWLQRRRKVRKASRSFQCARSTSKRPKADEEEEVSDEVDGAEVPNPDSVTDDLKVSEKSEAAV
# AGP1 TOR yeast – modulators of TOR pathway AGP1-GFP in S. cerevisiae; S. cerevisiae AGP1-GFP multiplex flow cytometry, 3 h; GFP as percent of DMSO wells; GFP response vs DMSO, % at 10 µM; hit rate 0.02% among 320,000;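 active = GFP response relative to DMSO above a set limit, near screen average plus 3 SD, cut at about 150% in these data; inconclusive = fewer than 70 cells counted for the yeast strain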;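 note: median GFP channel fluorescence of the gated AGP1 strain per well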
# GRK2 inh – blocks RNA aptamer binding to human GRK2; bead flow cytometry, FAM-aptamer displacement from GRK2; inhibition of aptamer binding, % at 10 µM; hit rate 0.59% among 330,000;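 active = inhibition of aptamer binding above 40%, roughly 3 SD of noise, on plates passing a quality check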;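 note: median bead fluorescence of bound FAM aptamer so fluorescent compounds give negative values; no value below 0 was filed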
# Target sequence (P25098 whole entry, looked up): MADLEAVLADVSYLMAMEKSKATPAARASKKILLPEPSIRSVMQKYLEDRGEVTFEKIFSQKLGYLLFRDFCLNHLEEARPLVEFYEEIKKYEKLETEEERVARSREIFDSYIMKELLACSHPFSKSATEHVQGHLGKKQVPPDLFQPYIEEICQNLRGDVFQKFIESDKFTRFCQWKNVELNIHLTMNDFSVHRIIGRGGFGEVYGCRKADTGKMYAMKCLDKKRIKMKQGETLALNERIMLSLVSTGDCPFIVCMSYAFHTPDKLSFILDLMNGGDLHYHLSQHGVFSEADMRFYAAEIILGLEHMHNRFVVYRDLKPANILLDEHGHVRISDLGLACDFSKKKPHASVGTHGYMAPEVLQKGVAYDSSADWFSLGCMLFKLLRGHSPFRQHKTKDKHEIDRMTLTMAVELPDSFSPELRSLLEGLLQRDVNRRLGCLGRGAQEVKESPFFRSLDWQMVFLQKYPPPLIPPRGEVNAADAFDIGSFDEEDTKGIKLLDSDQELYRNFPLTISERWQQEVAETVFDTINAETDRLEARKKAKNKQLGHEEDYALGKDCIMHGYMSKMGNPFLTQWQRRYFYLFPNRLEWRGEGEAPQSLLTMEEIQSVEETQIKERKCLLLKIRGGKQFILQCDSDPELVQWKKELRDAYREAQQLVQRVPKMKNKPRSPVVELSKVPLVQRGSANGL
# VLA-4 inh – inhibition in a human VLA-4 binding assay | hit rate 0.2% among 330,000 | P13612 | inhibition, % (about 7 µM as worked out from the volumes in the protocol) | VLA-4 expressing cells, ligand binding flow cytometry; in the data active = inhibition above about 50%
# An asterisk follows results filed as active; i = inactive; ? = inconclusive; . = not tested or not shown; [ ] = remark or other dose.
SMILES,MEP2 TOR yeast,CIT2-GFP yeast,LAP4-GFP MLPCN,RPL19A-GFP yeast,JMJD2C inh,AGP1 TOR yeast,GRK2 inh,VLA-4 inh
NS(=O)(=O)c1ccc(-c2cccc(/C=C3\SC(=O)NC3=O)c2)cc1,93,92,116,97,2,85,0,11
CCCN(CCC)c1nc(C)cc(C(C#N)c2nc3ccccc3o2)n1 (stereo not drawn),102,101,103,98,-2,105,0,-36
O=C(NCC1CCCO1)c1cccc(N2C(=O)C3C4C=CC(C4)C3C2=O)c1 (stereo not drawn),103,.,97,98,20,104,5,9
CC(NS(=O)(=O)c1ccc(F)cc1)C(=O)NCc1ccncc1 (stereo not drawn),108,92,106,101,-5,110,3,8
COc1ccc(OCC(=O)NCCS(=O)(=O)N2CCN(c3ccc(F)cc3)CC2)cc1,95,103,92,99,3,95,0,13
Cc1c(Cl)cccc1NC(=S)N1CCc2ccccc2C1,95,95,93,103,6,93,5,37
CNc1c(N)c(=O)oc2ccccc12,102,100,97,101,-10,105,2,-1
CCCCn1c(=O)[nH]c(=O)c2c1nc(-c1ccc([N+](=O)[O-])cc1)n2CC,97,103,92,96,6,103,1,-7
O=C1c2cnc3ncnn3c2CC2c3ccccc3CCN12 (stereo not drawn),100,102,105,96,-2,98,2,7
Cc1nc2ccccc2c(=O)n1NS(C)(=O)=O,105,97,101,99,2,100,0,8
CCCCNC(=O)c1ccc2c(c1)N(C)C(=O)c1ccccc1S2,120,105,101,106,-22,103,0,3
CC(C)C(C)NC(=O)COc1ccc([N+](=O)[O-])cc1Cl (stereo not drawn),111,108,104,116,-6,105,4,-9
COc1cc(OC)cc(C(=O)NCCNC(=O)c2ccco2)c1,93,99,90,89,2,90,0,-6
NS(=O)(=O)c1ccc(CCNC(=O)c2cc([N+](=O)[O-])ccc2N2CCCCC2)cc1,99,99,93,102,5,95,5,12
CCN1C(=O)/C(=C/c2cccs2)SC1=Nc1ccc(OC)cc1,93,93,94,96,4,99,0,6
CCOC(=O)C1=C(C)N=C2SCCC(=O)N2C1c1sccc1C (stereo not drawn),98,103,92,93,-87,93,7,-7
CC(=O)N(c1ccc(C(F)(F)F)cc1)S(=O)(=O)c1ccc(N2C(=O)CCC2=O)cc1,98,90,105,99,13,95,2,-6
Cc1noc(C)c1S(=O)(=O)N(CC(=O)O)c1ccc2c(c1)OCO2,99,106,100,99,2,102,4,16
c1ccc2oc(-c3ccc(Nc4nc(N5CCCC5)nc(N5CCOCC5)n4)cc3)nc2c1,101,.,82,93,18,80,0,9
CC(=O)c1cccc(NC(=O)CSc2n[nH]c(-c3ccncc3)n2)c1,91,96,94,98,.,94,8,-13
O=C(O)Cn1cc(/C=N/NC(=O)c2cc3cc(Br)ccc3o2)c2ccccc21,102,90,105,95,14,92,10,-4
CCOC(=O)N1CCN(C(=O)c2cc(COc3ccc(Cl)cc3OC)on2)CC1,94,77,131,87,-15,87,1,11
Cc1ccc(SCCCn2cncn2)cc1,320*[may fluoresce violet],?,86[may fluoresce violet],45*[may fluoresce violet],-3,21[may fluoresce violet],1,17
COc1ccc(Cn2c(C(F)(F)F)ccc(C(N)=O)c2=O)cc1,100,91,98,102,6,97,2,19
COC(=O)/N=C/c1c(NCc2ccccc2)nc2c(C)cccn2c1=O,103,91,109,98,3,95,0,14
CC(=O)Nc1scc(C)c1-c1nc2ccccc2s1,111,99,130,103,6,113,2,10
O=C(NCCO)C(=O)c1c(-c2ccc(Cl)cc2)cc2ccccn12,96,97,93,103,-10,97,0,24
COc1ccccc1N1C(=O)C2C(C(=O)c3ccccc3)=NN(c3ccc(C)cc3)C2C1=O (stereo not drawn),105,89,93,103,-19,96,0,-21
CC(=O)Nc1cc(S(=O)(=O)Nc2ccccc2C)c(C)cc1C,98,103,99,96,-2,99,0,-14
CC(C)(C)[C@H]1COC(=O)[C@H](Cc2ccc(F)cc2)CC/C=C/C[C@@H](CC(=O)N[C@H](CO)Cc2ccccc2)C(=O)N1,95,103,103,96,.,99,1,1
Cc1cc(NC(=O)c2cc3nc(C4CC4)cc(C(F)(F)F)n3n2)no1,105,98,103,99,19,98,0,8
CCOc1ccc(Nc2cc(C)nc3ccc(C)cc23)cc1,98,91,116,96,-2,108,0,2
CCN(CC)S(=O)(=O)c1ccc(N(C)C)c(NC(=O)CC(NC(C)=O)c2ccccc2)c1 (stereo not drawn),94,102,96,96,6,100,1,-1
COCC1CCN(Cc2nc(COc3ccccc3)no2)C1 (stereo not drawn),97,96,102,98,-4,99,0,6
O=C(Nc1ccc(N2CCCC2)c(Cl)c1)c1ccco1,103,86,113,96,-9,98,0,-1
Nc1nncn1C(=O)CCCOc1ccc(Cl)cc1Cl,95,95,105,96,-5,98,4,-8
Cc1cc(N)n2ncc(-c3cccc(Br)c3)c2n1,90,72,123,88,-1,82,0,-9
CSc1ncccc1C(=O)OCc1ccccc1Cl,106,101,101,103,-12,96,1,5
Cc1cc(OCC(=O)N(C)Cc2ccccc2)ccc1Cl,102,96,97,102,3,100,0,4
CN(C(=O)C(C)(C)C)C1c2c(ccc3ccccc23)OCC1CO (stereo not drawn),109,100,100,107,0,101,3,0
Cc1nnc(SCc2nnc(-c3ccc(Cl)cc3)o2)n1-c1ccccc1,100,97,97,97,-1,97,0,9
CN(c1ccccc1)S(=O)(=O)c1ccc(NC(=S)NC(=O)C2CC2)cc1,118,105,92,105,-1,97,0,5
Cc1c(Cl)cccc1NC(=O)c1ccco1,109,114,88,95,13,97,0,13
CCOc1ccsc1C(=O)NNC(=O)c1ccco1,98[may fluoresce green],125[may fluoresce green],115[may fluoresce green],92[may fluoresce green],-1,110[may fluoresce green],5,-26
CCCCCCc1nc2ccccc2c(=O)n1NC(=O)c1c(O)c2c(n(CC(C)C)c1=O)CCCC2,110,.,90,104,4,110,4,-3
CC(C)CN(C(=O)CN1CCOCC1)c1c(N)n(CC(C)C)c(=O)[nH]c1=O,98,91,119,96,-7,99,0,8
COc1ccc(NC(=S)NNC(=O)COc2ccc(Cl)cc2Cl)cc1,94,101,89,99,11,96,2,19
O=C(NC1CCSc2ccccc21)c1cccc(S(=O)(=O)N2CCOCC2)c1 (stereo not drawn),98,100,107,99,-31,104,0,20
CC(=O)Nc1ccc(-c2csc(NC(=O)C3=COCCO3)n2)cc1,101,105,108,100,3,108,0,46
CC1(C)CC2(CCO1)N1CC3(C)CN2CC(C)(C1)C3O (stereo not drawn),100,93,102,97,-1,100,6,5
CC(=O)C1=C(O)CC(c2ccccc2)CC1=NCCc1ccccc1 (stereo not drawn),102,99,102,106,7,101,0,33
O=C(Nc1ccc(F)c(F)c1)C1CCN(S(=O)(=O)c2cccs2)CC1,108,104,103,100,5,108,0,12
CCN(CC)c1ccc(C(=O)OCC(=O)N2CCCC2)cc1,112,103,106,98,30,104,3,16
O=C(NCc1ccc(F)cc1)C1CCN(S(=O)(=O)c2ccc(Cl)cc2)CC1,106,101,100,101,3,99,5,-1
CC(=O)NCCC(=O)Nc1cc(S(=O)(=O)N2CCCCC2)ccc1Oc1cccc(C)c1,102,87,87,109,-7,95,1,21
O=C(COc1ccc2c(-c3ccccc3)cc(=O)oc2c1)Nc1ccc(CN2CCOCC2)cc1,105,100,95,104,-20,99,0,6
CC(=O)Nc1cc(NC(C)=O)ncn1,116,113,96,113,-5,113,4,-1
C=CCN1C=CC(=O)CC1,102,103,96,98,10,104,0,-11
COC(=O)c1ccc(/C=C/C(=O)OCC(=O)Nc2ncc(Cl)cc2Cl)cc1,104,83,110,97,7,95,2,15
O=C1CC(c2ccccc2)C(C(=O)Nc2ccccc2F)N1 (stereo not drawn),101,94,95,99,12,100,0,-14

# The results go on.
SMILES,MEP2 TOR yeast,CIT2-GFP yeast,LAP4-GFP MLPCN,RPL19A-GFP yeast,JMJD2C inh,AGP1 TOR yeast,GRK2 inh,VLA-4 inh
COc1ccc(CCNC(=S)N2CCN(S(=O)(=O)c3ccc(C)cc3)CC2)cc1,98,101,107,97,-3,107,1,6
CCOC(=O)NC(=O)/C(C#N)=C\c1ccccc1,105,101,101,105,.,105,1,-1
CCOC(=O)C1CCCN(C(=O)c2ccc(CS(=O)(=O)c3ccc(C)cc3)o2)C1 (stereo not drawn),103,105,101,101,-2,105,13,5
Cn1nc(-c2ccccc2)c(CSc2ccccc2)c1Cl,99,102,92,98,3,106,0,10
CCN(C(=O)COC(=O)CNC(=O)c1ccc(C)cc1)c1c(N)n(Cc2ccccc2)c(=O)[nH]c1=O,105,87,104,100,11,97,6,2
O=S(=O)(NC1CCN(S(=O)(=O)c2c(F)cccc2F)CC1)c1ccc2c(c1)OCCO2,87,85,94,89,.,88,1,10
COCC(C)NC(=O)c1ccc(Cl)c(Cl)c1 (stereo not drawn),108,105,115,104,-13,111,0,-6
CSC(=NC#N)N1CCN(c2ccc(Cl)cc2)CC1,102,110,82,98,-6,90,2,8
CC(C)(C)OC(=O)N1CCC2(CC1)Oc1ccc(F)cc1C(=O)C21CC(c2ccc(Cl)cc2)=NO1 (stereo not drawn),92,92,128,98,4,88,0,2
CCOc1c(Cl)cc(C2NC(=O)NC(C)=C2C(=O)NCc2ccccc2)cc1OC (stereo not drawn),107,102,115,101,-20,104,0,-3
CCCc1nc2oc3cc(OC)ccc3c(=O)c2c(=O)n1CCc1ccccc1,106,104,112,97,-7,108,1,12
COc1ccc(C(=O)C2CCCN(C(=O)c3noc4c3CCCC4)C2)c(C)c1 (stereo not drawn),109,94,113,101,-3,107,0,-2
COc1ccc(Br)cc1S(=O)(=O)n1ccnc1C,105,96,100,96,4,100,0,-11
O=C1CN(C(=O)COC(=O)c2cccnc2Cl)c2ccccc2N1,98,98,97,102,-7,98,0,11
Cc1nc2ccc(C(=O)O)cc2[nH]1,108,105,98,96,-2,103,1,-10
CCn1cnc2cc(NCc3ccc(N(C)C)cc3)ccc21,99,113,110,95,5,104,5,20
O=C(OCCN1C(=O)c2ccccc2C1=O)c1ccccc1,95,106,110,113,.,102,2,-5
O=C1OCC(Cn2c3ccccc3c3ccccc32)O1 (stereo not drawn),165[may fluoresce violet],?,96[may fluoresce violet],55[may fluoresce violet],i,?,0,-4
Cc1noc(C)c1COc1ccccc1C(=O)NNC(=O)c1ccccc1F,97,82,95,98,1,97,3,-3
O=C(NC1(C(F)(F)F)OCCO1)c1ccc(F)cc1,96,97,110,94,38,98,0,5

# One compound at a time, as listed above. Order of values: MEP2 TOR yeast	CIT2-GFP yeast	LAP4-GFP MLPCN	RPL19A-GFP yeast	JMJD2C inh	AGP1 TOR yeast	GRK2 inh	VLA-4 inh
# C=CCN1C=CC(=O)CC1 is entered as 102	103	96	98	10	104	0	-11
# CCCN(CCC)c1nc(C)cc(C(C#N)c2nc3ccccc3o2)n1 (stereo not drawn) is entered as 102	101	103	98	-2	105	0	-36

# Continued:
SMILES,MEP2 TOR yeast,CIT2-GFP yeast,LAP4-GFP MLPCN,RPL19A-GFP yeast,JMJD2C inh,AGP1 TOR yeast,GRK2 inh,VLA-4 inh
COC(=O)c1ccc(NC(=O)CN(Cc2ccc(Cl)cc2)S(C)(=O)=O)cc1,110,103,105,102,2,106,0,10
CC(C)(C)c1cc(C(C)(C)C)n(-c2ccccc2)n1,108,102,93,105,-14,99,0,2
O=C(Cc1cccs1)N1CCN(c2ccc([N+](=O)[O-])cc2)CC1,91,80,100,96,11,88,3,-1
Cc1cccc(NC(=O)NNC(=O)COc2ccc(Cl)cc2)c1,103,104,93,103,1,103,0,-6
Cc1nn(C)c(Oc2ccc(Cl)cc2)c1C(=O)O,95,87,96,102,-13,95,0,-5
